# PrPC TRFRET – reduces human prion protein on the cell surface; hit rate 0.43% among 370,000; cell surface PrPC, TR-FRET read-out; inhibition, % at 13.8 µM; AID 720596; P04156; in the data active = inhibition above about 24%; note: 0% = median of the test wells and 100% = reference compound wells
# DUSP3 inh – DUSP3 (human) phosphatase inhibition | P51452 | recombinant VHR phosphatase, pNPP absorbance | inhibition, % at 13.3 µM | hit rate 0.52% among 290,000 | AID 1654; in the data active = inhibition above about 50%; note: some compounds called inactive have numbers as strong as hits
# Target sequence (P51452 whole entry, looked up): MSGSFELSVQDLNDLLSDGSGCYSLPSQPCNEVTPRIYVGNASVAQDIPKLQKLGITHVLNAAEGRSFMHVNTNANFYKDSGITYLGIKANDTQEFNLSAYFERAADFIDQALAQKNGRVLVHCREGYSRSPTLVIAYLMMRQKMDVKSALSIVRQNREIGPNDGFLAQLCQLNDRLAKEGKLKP
# MazF activator – increases E. coli MazEF RNase cleavage of RNA | hit rate 0.32% among 350,000 | FAM/BHQ RNA-DNA oligo cleavage fluorescence, 5 h | P0AE70 | activation, % at 20 µM; in the data active = activation above about 50%
# Target sequence (P0AE70 whole entry, looked up): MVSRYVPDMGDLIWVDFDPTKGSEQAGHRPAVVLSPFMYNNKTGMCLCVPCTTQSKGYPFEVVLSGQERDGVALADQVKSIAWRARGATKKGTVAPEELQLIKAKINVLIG
# SARS 3CLpro inh – SARS-CoV 3CLpro protease inhibition | recombinant SARS-CoV 3CLpro, quenched FRET peptide cleavage | P0C6X7 | inhibition, % at 6 µM | AID 1706 | hit rate 0.14% among 290,000; in the data active = inhibition above about 12%
# Yp Topo-I inh – inhibitors of Yersinia pestis topoisomerase I; Y. pestis Topo-I cleavage product accumulation, plate reader; activity, % at 10 µM; hit rate 0.064% among 360,000; AID 504884; in the data active = activity above about 50%, passing the limit was not always enough; note: inactives centre near 2
# BH1578 lux ind – quorum light induction in luxS cqsA deficient V. cholerae; hit rate 0.16% among 350,000; activation, % at 18.7 µM; V. cholerae BH1578 lux reporter, luminescence, 6 h; in the data active = activation mostly above about 9.7%, no sharp cut-off; note: not every result past the cut was called active; inactives centre near 0; reference of the scale not given here
# PriA SSB inh – inhibitors of Klebsiella pneumoniae PriA binding to SSB C-terminal tail; AlphaScreen SSBct-PriA binding, biotinylated peptide; hit rate 0.6% among 430,000; inhibition, % at 33 µM; in the data active = inhibition mostly above about 37%, no sharp cut-off; inactive = mostly below about 20%;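 note: plate controls were negative control peptide for no effect and reference peptide for full effect; strong numbers were not always called active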
# TcdB inh – inhibitors of Clostridioides difficile toxin B glycohydrolase; inhibition, % at 9.99 µM; hit rate 0.24% among 350,000; TcdB glycohydrolase enzymatic assay, plate reader; P18177; in the data active = inhibition above about 10%
# CCHFV vOTU inh – CCHFV vOTU protease inhibition. Pep-AMC fluorescence. AID 651958. hit rate 0.55% among 370,000. inhibition, % at 11.5 µM; in the data active = inhibition above about 30%; note: 0% = vehicle wells with enzyme and 100% = no enzyme wells
# Rv3671c protease – Rv3671c (M. tuberculosis) protease inhibition. P9WHR9. inhibition, % at 5.96 µM. hit rate 0.048% among 320,000. AID 2606; in the data active = inhibition above about 38%;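 note: extracellular domain of Rv3671c used as enzyme; 0% = enzyme with DMSO and 100% = no enzyme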
# Target sequence (P9WHR9 whole entry, looked up, the tested form may be a part): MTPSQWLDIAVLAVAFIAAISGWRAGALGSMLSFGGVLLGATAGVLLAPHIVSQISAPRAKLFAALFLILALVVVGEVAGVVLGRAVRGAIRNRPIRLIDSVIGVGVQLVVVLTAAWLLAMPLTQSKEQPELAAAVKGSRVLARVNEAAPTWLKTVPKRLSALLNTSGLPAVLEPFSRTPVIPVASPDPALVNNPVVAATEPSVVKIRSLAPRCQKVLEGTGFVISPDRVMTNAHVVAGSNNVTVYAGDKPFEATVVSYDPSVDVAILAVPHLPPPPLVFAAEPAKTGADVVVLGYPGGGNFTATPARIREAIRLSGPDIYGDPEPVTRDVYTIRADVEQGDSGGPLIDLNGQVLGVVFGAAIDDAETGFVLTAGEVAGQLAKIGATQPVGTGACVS
# * marks the source's active call; other numbers are inactive results; i = inactive; . = not tested or not shown; & = joins results of further samples. Only part of the results is shown; the hit share may differ from the screen's.
SMILES,PrPC TRFRET,DUSP3 inh,MazF activator,SARS 3CLpro inh,Yp Topo-I inh,BH1578 lux ind,PriA SSB inh,TcdB inh,CCHFV vOTU inh,Rv3671c protease
Cc1ccc(S(=O)(=O)Nc2ccc3c(c2)c2c(n3S(=O)(=O)c3ccc(C)cc3)CCCC2=O)cc1,5.4,4.3,-54.2,-5.8,14.5,-0.6,4.7,.,-7.3,1.1
Cc1ccc([N+](=O)[O-])cc1S(=O)(=O)N1CCN(C)CC1,-7.8,-16.9,10.9,-3.1,1.8,i,-1.7,1.1,-11.5,5.3
COc1ccc(-c2c(C)nc(N)nc2-c2ccc(OCc3ccc(C)cc3)cc2O)cc1OC,0.6,39.0,-9.7,1.4,-1.6,i,11.8,.,-22.4,-7.7
COc1nccnc1NS(=O)(=O)c1ccc(NC(=S)NC(=O)c2ccccc2)cc1,3.4,51.9*,-6.4,-1.4,3.4,0.6,-6.9,.,3.7,0.8
COc1ccc(/C=C/C(=O)c2ccc3c4c(cccc24)CC3)cc1OC,-1.1,1.5,3.0,9.7,40.7,-0.3,1.4,.,8.3,-13.9
C[C@H]1CN([C@@H](C)CO)C(=O)CCCn2cc(nn2)CO[C@@H]1CN(C)C(=O)Nc1ccc2c(c1)OCO2,2.9,.,-25.2,.,4.4,-0.7,.,1.0&-0.8,-1.8,.
COC(=O)C(Cc1c[nH]c2ccccc12)NC(=O)c1cccc(S(=O)(=O)N2CCCCC2)c1 (stereo unspecified),-2.9,.,-5.5,.,14.9,i,9.7,0.3,0.0,-3.5
CC(C)Oc1ccc(CCc2nnc(SC(C)C(=O)O)n2-c2ccccc2)cc1 (stereo unspecified),-4.2,30.7,2.0,0.2,-11.8,-0.1,-10.6,-0.7,-10.7,-6.8
CCc1ccc(S(=O)(=O)N2CCN(c3ncccn3)CC2)cc1,5.0,6.5,12.2,2.0,0.8,-0.1,5.2,1.6,-8.1,-3.7
Cc1nc2scc(C)n2c(=O)c1S(=O)(=O)N1CCN(c2ccccn2)CC1,2.4,17.1,6.8,-1.6,-1.8,-0.3,-1.2,0.8,-2.3,-8.8
O=S(=O)(c1ccc(OCc2nc3ccccc3s2)c(Cl)c1)N1CCOCC1,-6.8,34.8,-0.3,-0.8,1.7,-6.2,-24.9,.,0.1,-8.6
Cc1nc(-c2ccc(S(=O)(=O)NCc3ccccn3)s2)cs1,4.3,-3.6,-2.3,1.2,-1.0,i,-9.7,1.1,7.1,5.0
N/C(CCN1CCCCC1)=N/O,-2.5,21.3,3.1,-1.3,-3.7,-0.2,.,.,5.9,4.2
Cc1cc(C(=O)NCC(=O)OCC(=O)N(C)C2CCCCC2)ccc1[N+](=O)[O-],-3.8,-3.8,1.1,-0.6,-8.3,-0.3,-6.9,-0.9,-9.9,-3.5
COc1cc(C(=O)OC(C)C(=O)NCC2CCCCC2)cc(NC(=O)c2ccco2)c1OC (stereo unspecified),4.8,-8.2,-4.1,-3.6,-4.4,.,-10.9,.,8.7,-2.3
COc1ccc(Cl)cc1S(=O)(=O)N(C)CC(=O)NCCCn1ccnc1,0.5,29.7,3.3,-2.5,1.5,-0.3,2.8,1.2,7.9,0.2
COc1cccc(/C=N/NC(=O)C(=O)N2CCCC2)c1,3.5,.,-1.6,1.2,2.3,i,.,0.6,-3.4,-2.9
O=C(COC(=O)COc1ccccc1)NC1CCS(=O)(=O)C1 (stereo unspecified),4.2,.,-10.4,.,-5.5,0.8,2.6,-7.7,13.8,6.9
CCOC(=O)c1c(NC(=O)C2C3C=CC(C3)C2(C)C(=O)O)sc2c1CCCC2 (stereo unspecified),20.2,-9.9,0.2,3.1,1.1,-0.3,-8.5,.,18.9,-7.8
CCC(=O)Nc1ccc(C(=O)n2nc(C)cc2C)cc1,-1.9,-9.8,1.4,-4.1,-8.3,-0.5,-3.9,.,7.0,-3.4
Cc1cccc(OCc2nnc(SCC(=O)Nc3nccs3)o2)c1,4.6,9.6,11.9,-1.2,3.7,i,0.9,0.6,1.2,2.4
CC(C)CN(c1ccccc1)S(=O)(=O)c1nnc(NC(=O)C(C)C)s1,-8.2,11.3,12.5,1.4,-8.2,-0.9,-0.9,-0.1,13.0,-0.2
CCOC(=O)Cn1c(C)[n+](CC(=O)c2ccccc2)c2ccccc21,-3.7,7.7,2.8,1.2,0.8,-0.2,-4.3,-0.1,6.9,5.0
COc1ccc(-c2cc(C(=O)NCCN3CCOCC3)c3cc(C(C)C)ccc3n2)cc1,3.5,-3.6,-6.4,-8.2,7.0,-0.7,-3.2,-1.2,-25.8,-10.1
Cc1ccc(C2=NS(=O)(=O)N(C)C(C(=O)N(C)C3CCCCC3)=C2)cc1,-7.0,-2.3,-9.6,-3.9,-8.1,-0.2,7.2,3.6,1.6,-0.8
O=C(O)CC1S/C(=N/N=C2CCCCC2)N(c2ccccc2)C1=O (stereo unspecified),-6.0,-0.9,2.0,1.0,-4.2,-0.3,.,.,-6.1,-0.3
CCOC(=O)N1CCN(c2cc3nccnc3cc2F)CC1,-17.7,1.8,-4.9,-2.7,0.4,2.5,-8.7,.,-7.5,-3.1
CC(=O)Nc1ccc(S(=O)(=O)c2ccnc3cc(Cl)ccc23)cc1,0.9,.,8.4,.,-2.4,-0.7,.,-0.1,-1.8,.
CCOc1ccc(NC(=O)COC(=O)C2CC2C)cc1 (stereo unspecified),7.7,.,-3.5,.,1.8,i,-5.9,-3.4,-3.9,2.8
COc1ccc(S(=O)(=O)N(C)CC(=O)NCCCn2ccnc2)cc1Cl,-0.1,7.4,5.2,-8.6,-0.4,-0.1,-16.3,-0.6,-9.6,-2.5

# As a working copy, part of the list above:
SMILES,PrPC TRFRET,DUSP3 inh,MazF activator,SARS 3CLpro inh,Yp Topo-I inh,BH1578 lux ind,PriA SSB inh,TcdB inh,CCHFV vOTU inh,Rv3671c protease
CCOc1ccc(NC(=O)COC(=O)C2CC2C)cc1 (stereo unspecified),7.7,.,-3.5,.,1.8,i,-5.9,-3.4,-3.9,2.8
COc1ccc(S(=O)(=O)N(C)CC(=O)NCCCn2ccnc2)cc1Cl,-0.1,7.4,5.2,-8.6,-0.4,-0.1,-16.3,-0.6,-9.6,-2.5

# Whole records as entered above.
# CC(C)Oc1ccc(CCc2nnc(SC(C)C(=O)O)n2-c2ccccc2)cc1 (stereo unspecified) is listed with PrPC TRFRET = -4.2; DUSP3 inh = 30.7; MazF activator = 2.0; SARS 3CLpro inh = 0.2; Yp Topo-I inh = -11.8; BH1578 lux ind = -0.1; PriA SSB inh = -10.6; TcdB inh = -0.7; CCHFV vOTU inh = -10.7; Rv3671c protease = -6.8
# Cc1cc(C(=O)NCC(=O)OCC(=O)N(C)C2CCCCC2)ccc1[N+](=O)[O-] is listed with PrPC TRFRET = -3.8; DUSP3 inh = -3.8; MazF activator = 1.1; SARS 3CLpro inh = -0.6; Yp Topo-I inh = -8.3; BH1578 lux ind = -0.3; PriA SSB inh = -6.9; TcdB inh = -0.9; CCHFV vOTU inh = -9.9; Rv3671c protease = -3.5

# Following part.
SMILES,PrPC TRFRET,DUSP3 inh,MazF activator,SARS 3CLpro inh,Yp Topo-I inh,BH1578 lux ind,PriA SSB inh,TcdB inh,CCHFV vOTU inh,Rv3671c protease
Cc1ccc(C(=O)CC2(O)C(=O)N(Cc3ccccc3)c3ccccc32)o1 (stereo unspecified),-4.4,2.6,7.5,0.3,3.4,i,-14.3,.,0.6,0.9
CC1(C(=O)N2CCOCC2)CCCCC1,-7.4,-6.8,-2.0,-1.6,-2.9,-0.9,3.7,-0.2,2.8,.
CC(C)OC(=O)CSc1nc2c(c(C3CC=CCC3)c1C#N)CCC2 (stereo unspecified),-46.2,22.3,-8.1,4.8,2.0,i,-44.1,-0.6,-15.1,0.8
Cc1cc(C)nc(NC(=O)c2ccc(Cl)cc2[N+](=O)[O-])c1,-10.8,-4.1,3.1,3.3,0.0,0.6,7.7,.,-9.3,4.1
COCCCNC(=O)CCCOc1ccccc1,5.9,15.3,-3.7,0.3,-2.4,i,-11.0,-0.3,7.9,10.8
CCOC(=O)C[C@H]1c2ccccc2S(=O)(=O)N1Cc1ccc(Cl)cc1,3.6,.,-0.5,.,27.9,i,-43.0,-0.1,7.4,-1.7
COc1ccc(NS(=O)(=O)c2ccc(C)c(C(=O)N3CCN(Cc4cc(OC)ccc4OC)CC3)c2)cc1,1.6,.,2.9,.,5.6,-0.9,4.0,0.7,4.0,.
COc1ncnc2c1N=C1CC(C)(C)CC(N)=C1S2,-25.2,31.7,-9.5,-0.5,1.0,i,-0.1,.,-1.0,6.6
CN1CCN(c2ncnc3c2ncn3[C@H]2CN(Cc3ccc(C(=O)O)cc3)C[C@@H](CO)O2)CC1,-4.2,.,.,.,-3.7,i,.,-0.3,2.9,.
COc1ccc2c(c1)CC1(CN2C)C(=O)NC(=O)N(c2ccc(F)cc2)C1=O (stereo unspecified),-1.6,0.8,-10.3,2.7,-0.8,i,7.7,.,-0.5,4.0
Cn1cc(Br)c(-c2cccc(NC(=O)CC(C)(C)CC(=O)O)c2)n1,10.9,31.5,1.7,-3.8,0.5,i,1.1,-0.9,12.2,1.8
COc1ccc(N2CCN(C(=O)c3ccccc3NS(=O)(=O)c3ccccc3)CC2)cc1,2.1,-4.0,-6.8,2.8,27.6,-0.1,-6.0,0.4,2.3,7.7
CCCn1c(=O)c(C(=O)NCCc2ccccc2)c(O)c2ccccc21,-1.4,53.9*,-19.4,-2.3,-2.0,0.7,-1.7,-0.2,-1.0,-2.2
O=C(O)/C=C/C(=O)Nc1ccc(SC(F)(F)C(F)(F)C(F)(F)F)cc1,0.5,17.8,-0.9,1.0,5.8,-0.2,-10.6,-3.5,15.7,-5.9
Cc1csc2nc(SCC(=O)N3CCN(c4ccccc4)CC3)[nH]c(=O)c12,-3.5,27.2,-4.6,4.1,47.3,-0.7,-4.7,-1.2,15.8,-5.3
Cc1ccc(OCC(=O)Nc2ccc(N3CCN(S(C)(=O)=O)CC3)cc2)cc1C,-1.0,14.7,5.5,2.2,3.9,-3.0,1.6,0.5,-2.3,5.0
NC(=O)C1CCN(C(=O)COc2cccc3cccnc23)CC1,1.4,19.8,-0.8,5.2,-6.9,i,-2.1,0.0,-12.8,-5.4
COc1ccc(C(=O)NCc2cccnc2)cc1,-0.8,24.7,-2.9,1.4,6.1,4.3,-16.8,.,-4.7,-7.8
CN(C)c1cccc(C(=O)N/C=C/n2cnc3cc(C(F)(F)F)ccc32)c1,11.6,16.0,-2.1,2.7,-1.8,-0.5,-3.3,1.0,7.1,4.9
O=C(/C=C/c1ccccc1)NNC(=O)c1cccnc1,3.5,37.9,4.9,-4.6,-7.7,i,-11.8,.,6.0,-1.6
O=C(Cc1ccccc1)NNC(=S)NC(=O)c1cccs1,-7.4,29.8,-0.8,3.5,-6.5,0.7,-0.9,0.1,-5.5,5.9
CCCCNC(=O)C1CCC(CNS(=O)(=O)c2ccc(C)cc2)CC1 (stereo unspecified),0.1,19.0,8.4,-1.3,-5.1,i,-6.5,0.2,19.8,-1.4
O=S(=O)(Nc1ccc(-c2cn3c(n2)SCC3)cc1)c1cccs1,-5.0,5.5,-7.5,-2.2,-1.4,-0.2,-3.6,0.9,6.4,-9.5
CC(C)C(NC(=O)/C=C/c1cccc([N+](=O)[O-])c1)C(C)C,-19.6,-3.9,5.6,3.9,14.8,-0.2,-6.9,0.9,8.0,-4.7
CCCc1cc(-c2ccc3c(c2)COc2c4ccccc4nn2-3)on1,-4.3,.,4.6,.,-8.3,-19.1,12.9,0.9,9.9,-4.6
COc1ccc(C(=O)Nc2ccc(Cl)cc2C(=O)NCc2ccco2)cc1OC,-0.3,17.9,3.7,0.7,0.3,-1.6,1.4,.,-6.8,-11.6
COc1cc(CNC2CCCc3ccccc32)cc(OC)c1OC (stereo unspecified),-7.7,-4.7,4.5,-5.7,-5.0,-0.6,-7.3,1.3,-19.3,-2.8
COc1ccc(OC)c(NC2=NCCCS2)c1,0.7,21.6,-0.5,3.6,1.4,-1.6,-2.3,-0.3,13.0,-9.1

# Assay outcomes from PubChem.
